NR5A2 inv ag: inverse agonists of human LRH-1 (NR5A2); HEK293T StAR-luciferase reporter, LRH-1 transfected, 24 h; inhibition, % at 3.6 µM; 360,000 tested, 0.13% active;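 active means inhibition above the mean inhibition of all tested compounds plus 3 SD, cut at about 73% in these data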;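 further: 0% = DMSO wells and 100% = reporter-only cells lacking LRH-1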
SRC2 inh: human SRC2 (NCOA2) inhibition. Q15596. inhibition, % at 9 µM. 370,000 tested, 0.17% active. HEK293 GAL4-SRC2 luciferase reporter, luminescence;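 active means inhibition above the mean inhibition of all tested compounds plus 3 SD, set per campaign, cut at about 52% in these data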;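 further: 0% = DMSO treated cells and 100% = cells given Gossypol at 36 µM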
ABHD5 PLIN5 PPI: inhibitors of human ABHD5-perilipin-5 interaction. 360,000 tested, 0.78% active. AID 602281. Split G. princeps luciferase complementation, luminescence, 4 h. inhibition, % at 4 µM. Q00G26+Q8WTS1;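 active means inhibition above the mean inhibition across every tested compound plus 3 SD, cut at about 22% in these data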;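 further: 0% = DMSO only wells and the 100% control is not disclosed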
MC4R antag cAMP: blocks human MC4R cAMP signaling; P32245; MC4R-expressing cells, MTII-stimulated cAMP, LANCE TR-FRET; inhibition, % at 6.5 µM; 360,000 tested, 0.48% active; AID 540295;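 active means inhibition above its plate's cutoff, the mean of tested wells on that plate plus 3 SD, cut at about 29% in these data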;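 further: 0% = Melanotan II alone and 100% = Melanotan II plus saturating MCL0020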
Target sequence (P32245 whole entry, looked up): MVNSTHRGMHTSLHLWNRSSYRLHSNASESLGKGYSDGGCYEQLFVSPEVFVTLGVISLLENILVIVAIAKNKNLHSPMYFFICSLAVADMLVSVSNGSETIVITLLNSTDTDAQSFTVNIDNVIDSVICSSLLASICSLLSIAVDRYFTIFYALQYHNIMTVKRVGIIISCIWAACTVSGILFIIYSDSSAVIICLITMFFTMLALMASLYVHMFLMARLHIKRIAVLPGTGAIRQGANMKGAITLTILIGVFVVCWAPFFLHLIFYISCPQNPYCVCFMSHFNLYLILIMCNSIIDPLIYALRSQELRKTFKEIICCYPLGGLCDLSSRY
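Material: U2OS-MC4R stable cell line | Reagent: Melanotan II challenge after compound preincubation | Doses: One concentration, 6.5 µM nominal | Incubation: 30-min compound preincubation, 1-h Melanotan II challenge, 1-h detection, room temperature | Signal: TR-FRET cAMP assay | Replicates: One well per compound, no replicates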
MC4R barr agon: activates human MC4R beta-arrestin recruitment; U2OS MC4R beta-arrestin complementation, luminescence; percent of melanotan II response, DMSO zero; activation, % at 8.9 µM; 360,000 tested, 0.98% active; AID 540308;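 active means activation above a per-plate cutoff, the mean activation of sample wells on that plate plus 3 SD, cut at about 8% in these data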
TLR9-MyD88 inh: blocks human TLR9 binding to MyD88 | inhibition, % at 4.98 µM | CHO BLA complementation TLR9-MyD88, CCF4 FRET ratio | Q9NR96+Q99836 | 340,000 tested, 0.21% active | AID 504734;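 active means inhibition above the mean over all tested compounds plus 3 SD, cut at about 21% in these data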;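 further: 0% = DMSO only wells and 100% = clavulanate BLA inhibitor control wells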
NCOA3 inh: inhibitors of human steroid receptor coactivator 3 (SRC3). AID 588352. 360,000 tested, 0.17% active. inhibition, % at 3.6 µM. HEK293 GAL4-SRC3 luciferase reporter, luminescence;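 active means inhibition above a per-campaign cutoff, the mean of all compounds plus 3 SD, cut at about 60% in these data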;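 further: 0% = DMSO-treated cells and 100% = gossypol-treated cells at 36 µM; higher means less SRC3-driven luciferase light from the GAL4 reporter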
NOD2 RIPK2 PPI: inhibitors of human NOD2-RIPK2 interaction; O43353; CHO BLA complementation NOD2-RIPK2, CCF4 ratio; inhibition, % at 4.98 µM; 360,000 tested, 0.38% active; in the data active means inhibition above about 21%;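 further: 0% = vehicle only and 100% = reference blocker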
EBV LMP1 NFkB: reduces LMP1-driven NF-kappaB luciferase signal; 350,000 tested, 0.69% active; LMP1-induced NF-kappaB luciferase reporter cells, luminescence; AID 504558; inhibition, % at 12.5 µM; in the data active means inhibition above about 41%;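 further: 0% = neutral control wells and 100% = reference inhibitor control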
NR2F2 inh: inhibitors of human COUP-TFII (NR2F2). 370,000 tested, 0.7% active. AID 686940. HEK293T NGFI-A luciferase reporter, luminescence. P24468. inhibition, % at 8.6 µM;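 active means inhibition above a per-plate cutoff, mean inhibition of test wells between control levels plus 3 SD, cut at about 38% in these data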;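 further: cells cotransfected with COUP-TFII expression vector driving the NGFI-A reporter; 0% = median of COUP-TF2 test wells and 100% = reporter-only cells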
Target sequence (P24468 whole entry, looked up): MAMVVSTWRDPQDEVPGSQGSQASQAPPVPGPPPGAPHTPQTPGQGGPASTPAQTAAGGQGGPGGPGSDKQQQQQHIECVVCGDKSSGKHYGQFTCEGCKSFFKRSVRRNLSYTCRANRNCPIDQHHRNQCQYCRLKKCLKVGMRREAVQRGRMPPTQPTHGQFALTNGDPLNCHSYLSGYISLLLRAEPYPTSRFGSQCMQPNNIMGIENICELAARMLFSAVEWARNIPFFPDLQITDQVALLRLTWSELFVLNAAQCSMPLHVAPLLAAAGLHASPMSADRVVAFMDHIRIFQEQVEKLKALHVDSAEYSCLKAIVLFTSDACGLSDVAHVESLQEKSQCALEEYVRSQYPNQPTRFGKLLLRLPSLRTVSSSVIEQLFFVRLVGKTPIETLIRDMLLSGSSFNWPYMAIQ
SRC1 inh: human NCOA1 inhibition. Q15788. HEK293 GAL4-SRC1 luciferase reporter, luminescence. inhibition, % at 3.6 µM. 360,000 tested, 0.12% active. AID 588354;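 active means inhibition above the campaign mean plus 3 SD, with each screening campaign given its own cutoff, cut at about 60% in these data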;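 further: 0% = DMSO treated cells and 100% = gossypol at 36 µM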
The depositor's hits bear a star; / = no result given. The list is partial. The share of hits here may be higher or lower than overall.

SMILES	NR5A2 inv ag	SRC2 inh	ABHD5 PLIN5 PPI	MC4R antag cAMP	MC4R barr agon	TLR9-MyD88 inh	NCOA3 inh	NOD2 RIPK2 PPI	EBV LMP1 NFkB	NR2F2 inh	SRC1 inh
CCCOC(=O)c1ccc(N2C(=O)c3ccccc3C2=O)cc1	-2	-2	-1	9	-1.6	-3	-6	1	4	20	11
CCC1CCCCN1CCCNC(=O)c1ccc(CS(=O)(=O)c2ccccc2C)o1 (configuration not stated)	6	1	3	-3	-3.0	3	8	2	-1	-10	-20
O=C(O)CC(CC(=O)Nc1ccc(Oc2ccccc2)cc1)c1ccccc1 (configuration not stated)	-4	5	-4	14	-0.4	3	7	-6	-18	-8	-7
O=C(NCCNC(=O)Nc1ccc(Cl)cc1)Nc1ccc(Cl)cc1	-11	-10	-3	3	-0.9	-8	-16	-9	-4	-12	-10
O=C(Nc1ccc(Br)cc1Cl)N1CCOCC1	-19	-28	5	-3	-1.0	2	15	1	4	15	-20
COC(=O)CSc1nc(C)c(Oc2ccccc2)c(=O)[nH]1	-16	-9	2	18	-0.2	-2	-13	5	0	15	-12
Nc1nc(Nc2ccc(Cl)cc2)n[nH]1	-21	-19	1	-2	-0.5	6	-15	-10	-7	6	-15
O=C(c1cccs1)N1C[C@H](O)[C@@H](n2cc(C3CC3)nn2)C[C@@H]1c1ccccc1	18	14	-6	13	0.5	-8	14	-3	5	9	-7
CCNC(=O)Cc1ccc(Br)cc1	-3	-9	0	7	-1.1	-11	8	8	2	5	-16
Oc1ccc(Br)cc1/C=N/n1cnc2ccccc21	-11	-28	4	-1	1.5	-5	-81	-3	-11	-28	-70
O=C(N/N=C\c1ccc(Cl)s1)c1cccs1	-148	-27	-2	8	1.9	-3	-64	-7	-23	-60	-72
Cc1ccc(NC(=O)N2CCc3ccccc3C2)cc1C	-142	-83	-8	18	-0.6	-7	-105	-2	-13	-26	-90
CCC(C)Sc1nnc(NC(=O)c2ccco2)s1 (configuration not stated)	-42	-55	0	1	-2.2	-11	-44	0	1	-35	-27
CN(C(=O)N1CCN(c2ccccn2)CC1)c1ccccc1	14	-1	9	0	0.3	0	8	-9	6	8	-18
Cc1ccnc2nc(C(=O)OCC(=O)NCc3cccc(Cl)c3)nn12	11	-20	-7	9	-0.9	0	16	-3	1	13	-31
CCCN1CCN(CCCNC(=O)C2CCCN(c3nc4ccc(OCC)cc4s3)C2)CC1 (configuration not stated)	-10	-51	-9	8	0.6	-2	-3	-3	0	-11	-14
COc1ccc(/C(O)=C/c2nc3ccccc3n(-c3ccccc3)c2=O)cc1	-10	0	-4	-2	-1.9	5	6	-2	-4	-7	-5
O=C(Cn1cnc2c(nnn2Cc2ccc(Cl)cc2)c1=O)N1CCN(c2ccccc2)CC1	14	14	4	2	-0.3	1	12	0	7	22	9
CN(CC(=O)Nc1cccc(F)c1)C(=O)c1ccc2c(c1)CC(c1ccccc1)OC2=O (configuration not stated)	27	-11	-10	-13	-1.2	0	22	-3	-21	10	-13
C=CCn1c(=O)c2c(C)c(C)sc2n2c(Nc3ccccc3)nnc12	14	21	3	11	0.2	5	12	1	2	14	5
Cc1ccc(S(=O)(=O)CCC(=O)OCC(=O)N(C)C2CCS(=O)(=O)C2)cc1 (configuration not stated)	-5	-5	-1	1	-1.0	1	-24	-7	-8	3	-3
CCCOCCOC(=O)c1[nH]c2c(c1C)C(=O)CC(c1cc(OC)ccc1OC)C2 (configuration not stated)	-17	-25	8	-27	0.1	9	-10	-10	0	5	13
CCOc1ccc(-c2nnn(CC(=O)NCc3ccc(C)cc3)n2)cc1	5	13	4	5	5.5	0	10	5	-5	-4	-13
O=C(CSc1nc2ncc(Cl)cc2[nH]1)N(Cc1ccccc1)C1CCS(=O)(=O)C1 (configuration not stated)	14	2	6	-4	0.7	-1	16	2	-1	10	-13
COc1ccccc1CNc1ccc(Br)cn1	-56	-36	2	-5	1.8	-2	-48	5	-12	-13	-120
Next results.
SMILES	NR5A2 inv ag	SRC2 inh	ABHD5 PLIN5 PPI	MC4R antag cAMP	MC4R barr agon	TLR9-MyD88 inh	NCOA3 inh	NOD2 RIPK2 PPI	EBV LMP1 NFkB	NR2F2 inh	SRC1 inh
CCOCCCNC(=O)c1cc(Cl)c(NC(=O)C2=C(C)OCCS2)cc1OC	-14	-23	4	17	-0.7	-4	-9	-24	-7	24	-27
O=c1ccc2cc(S(=O)(=O)N3CCOCC3)ccc2o1	-10	-1	-8	-3	-1.4	-4	-38	0	1	-1	-6
COC(=O)CC(CC(=O)OC)n1cccc1	-11	-8	-2	2	-0.3	-3	-21	-16	-7	-12	-16
Cc1ccccc1NS(=O)(=O)c1ccc(C(=O)NCC2CCCO2)cc1 (configuration not stated)	-3	-4	-5	3	-1.3	-6	7	4	-7	2	5
NC(Cc1ccc(Cl)cc1)c1csc(Nc2cc(Oc3ccccc3)ncn2)n1 (configuration not stated)	-13	-6	0	-1	6.7	/	-18	13	/	5	-15
COc1ccc(CNC(=O)C(c2ccncc2)N(C(=O)Cc2cccs2)c2cccc(C)c2)cc1 (configuration not stated)	-20	-4	-5	4	4.1	-11	4	6	-7	-12	-8
COc1ccc(NC(=O)C2CCCN(c3ncccn3)C2)cc1 (configuration not stated)	-73	-42	-7	1	-0.4	-4	-54	-6	0	-34	-74
CC(C)(C)OC(=O)N1CCC(c2c(C(=O)NCC3CCN(C4CCCC4)C3)cnn2-c2ccc(F)cc2)CC1 (configuration not stated)	10	-12	4	5	-2.2	7	13	3	6	-5	-17
Cc1ccc(S(=O)c2ccc(C)cc2)cc1	-6	2	0	9	-0.6	7	3	-1	5	-14	-8
Cc1ccc(S(=O)(=O)Cn2nnnc2C(C(C)C)N2CCN(Cc3ccco3)CC2)cc1 (configuration not stated)	14	-7	-2	2	-0.7	0	19	-1	-5	21	-5
CCCN(CC(=O)Nc1ccccc1C)C(=O)c1ccc2ccccc2n1	-1	15	-6	6	1.4	-3	-19	-17	1	14	-37
Cc1nccn1C(c1ccccc1)c1ccccc1	13	-11	-4	7	1.0	3	15	16	4	16	4
Cc1cc(Cl)ccc1N(CC(=O)N(C)Cc1ccccc1)S(C)(=O)=O	3	-17	-1	0	0.0	-4	19	-5	-3	2	11
NC(=O)c1cc(NC(=O)CCNS(=O)(=O)c2cccc(C(F)(F)F)c2)cc(C(N)=O)c1	1	14	3	22	2.2	-1	0	-4	-20	-7	14
COc1ccc(S(=O)(=O)N2CCSC2)cc1C	22	1	12	17	1.0	-9	20	-6	3	10	-8
COc1cc(OC)cc(C(=O)Nc2ccc(-n3cnnn3)c(C)c2)c1	-36	-24	-4	1	-0.3	-5	-34	-6	1	-33	-50
O=C(Nc1ccccc1)c1ccc(=O)n(Cc2ccc(F)c(F)c2)c1	9	18	0	9	1.3	1	4	3	2	-2	-12
Cc1c(/C=N/NC(=O)c2cccs2)c2ccccc2n1Cc1ccccc1Cl	-56	-24	-1	25	0.8	1	-37	-4	29	-14	-51
CC(C)(C)CC(C)(C)c1ccc(O)c(Cc2ccc(Cl)cc2Cl)c1	17	-3	-18	44*	2.1	-16	17	-13	-16	-14	6
COc1ccc(Cn2ccnc2SCC(=O)NC2CCCCC2)cc1	13	-2	5	6	1.9	6	19	-11	-1	17	1
O=C(Cn1cc(C(=O)C2CC2)c2ccccc21)NCC1CCCO1 (configuration not stated)	-15	-29	-8	3	-0.4	3	0	2	5	2	-9
COc1cc(CNCCc2ccc(F)cc2)ccc1OCc1ccc(Cl)nc1	-6	-29	9	-3	0.9	2	18	-2	-2	-20	7
Cc1cc(-c2csc(N)n2)c(C)n1Cc1ccccc1	-1	-7	0	18	1.4	-4	1	-9	7	13	-21
COC(=O)c1ccc(NC(c2ccc(Cl)cc2)P(=O)(OC)OC)cc1 (configuration not stated)	-4	-20	0	5	-1.3	-5	12	-1	2	-9	22
Fc1ccc(-n2nnnc2-c2ccccc2Cl)cc1	17	-15	-1	5	-2.6	-9	-18	-10	2	17	-7

Full records from above. Screens in order: NR5A2 inv ag | SRC2 inh | ABHD5 PLIN5 PPI | MC4R antag cAMP | MC4R barr agon | TLR9-MyD88 inh | NCOA3 inh | NOD2 RIPK2 PPI | EBV LMP1 NFkB | NR2F2 inh | SRC1 inh
`COC(=O)CC(CC(=O)OC)n1cccc1` reads -11 | -8 | -2 | 2 | -0.3 | -3 | -21 | -16 | -7 | -12 | -16
`CC(C)(C)OC(=O)N1CCC(c2c(C(=O)NCC3CCN(C4CCCC4)C3)cnn2-c2ccc(F)cc2)CC1` (configuration not stated) reads 10 | -12 | 4 | 5 | -2.2 | 7 | 13 | 3 | 6 | -5 | -17
`Cc1cc(Cl)ccc1N(CC(=O)N(C)Cc1ccccc1)S(C)(=O)=O` reads 3 | -17 | -1 | 0 | 0.0 | -4 | 19 | -5 | -3 | 2 | 11

(next part)
SMILES	NR5A2 inv ag	SRC2 inh	ABHD5 PLIN5 PPI	MC4R antag cAMP	MC4R barr agon	TLR9-MyD88 inh	NCOA3 inh	NOD2 RIPK2 PPI	EBV LMP1 NFkB	NR2F2 inh	SRC1 inh
C=C(C)C1Cc2cc3ccc(=O)oc3cc2O1 (configuration not stated)	10	-16	2	1	-2.8	-3	-8	-3	-5	-54	-29
CCC(CC)C(=O)N=C1SC2CS(=O)(=O)CC2N1CCc1ccc(OC)cc1 (configuration not stated)	6	12	-2	2	0.5	11	11	-4	-14	0	-17
Oc1c(CN2CCOCC2)cc(CN2CCOCC2)c(O)c1O	9	-11	5	5	-1.3	2	-3	0	3	-14	-6
CCC1CCCCN1C(=O)CCc1nnc(Cc2c[nH]c3ccccc23)o1 (configuration not stated)	-14	-3	-1	5	-0.3	-6	5	4	-4	18	-7
COc1ccccc1NC(=O)CNC(=O)CC12CC3CC(CC(C3)C1)C2	-10	13	9	9	2.0	2	-7	-4	-4	-12	-49
O=C(COc1ccccc1Cl)Nc1ccccc1C(=O)NC1CC1	10	6	-5	3	-3.2	0	-16	4	-5	4	-1
CCc1ccc(-c2cc(C)no2)cc1S(=O)(=O)Nc1ccc(C)cn1	10	-20	5	5	-1.2	-3	-13	-4	4	-11	6
Cc1ccc(-n2ncc(C(=O)Nc3cc(Cl)ccc3C)c2C2CCNCC2)cc1C	3	-7	4	17	-3.5	2	19	-1	10	-9	-13
CN(C)c1ccc(S(=O)(=O)NCC(=O)OCC(=O)Nc2cccc(Cl)c2)cc1[N+](=O)[O-]	11	2	0	27	-4.1	-3	17	-7	-9	-21	-4
CN(C)CCOC(=O)NC12CC3CC(CC(C3)C1)C2	11	-18	2	-3	-1.4	-3	3	-2	-3	13	-2
O=C(NC1CCCc2ccccc21)c1ccc(CNc2c(N3CCOCC3)c(=O)c2=O)cc1 (configuration not stated)	-5	-4	-9	4	1.2	7	-5	-10	-4	6	9
Cc1ccc(S(=O)(=O)NNC(=O)c2cnn(-c3ccc(Cl)cc3)c2C(F)(F)F)cc1	13	0	-7	9	0.1	-4	20	14	9	9	-8
O=C(Nc1nnc(-c2ccco2)o1)c1ccc(S(=O)(=O)N2CCOCC2)cc1	10	-47	-8	18	0.8	12	4	1	-13	4	-15
